Source: PubChem BioAssay
CatB mix inh – human cathepsin B inhibition by mixtures | inhibition, %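 (ten-compound pools at 5 µM per compound and 50 µM total)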 | Purified cathepsin B, AMC dipeptide fluorescence, compound mixtures | P07858 | 62,000 compounds, 0.06% hits; in the data active = inhibition above about 22%, passing the limit was not always enough; inconclusive = no clear call, values can overlap the other calls;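 also: 0% = enzyme without compound and 100% = no enzyme blank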
CatS inh – inhibitors of human cathepsin S; 62,000 compounds, 0.06% hits; recombinant cathepsin S, AMC dipeptide fluorescence, pooled mixtures; P25774; inhibition, %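 (tested at 5 µM per compound within 10-compound mixtures)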; in the data active = inhibition above about 32%, passing the limit was not always enough; inconclusive = no clear call, values can overlap the other calls;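 also: 0% = enzyme without compound and 100% = blank without enzyme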
Target sequence (P25774 115-331 limits assumed): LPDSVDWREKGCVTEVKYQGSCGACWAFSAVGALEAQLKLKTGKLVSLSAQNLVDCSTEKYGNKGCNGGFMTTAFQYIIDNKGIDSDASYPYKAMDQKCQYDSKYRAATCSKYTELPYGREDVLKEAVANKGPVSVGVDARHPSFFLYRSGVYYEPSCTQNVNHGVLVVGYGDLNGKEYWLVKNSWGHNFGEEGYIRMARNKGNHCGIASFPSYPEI
CatB inh – blocks human cathepsin B protease activity; inhibition, %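 (tested at 10 µM)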; purified cathepsin B, fluorogenic substrate, fluorescence; 63,000 compounds, 0.1% hits; AID 453; in the data active = inhibition above about 21%;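 also: 0% = enzyme with no compound and 100% = no enzyme blank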
RORA act – RORA (human) activation. P35398. CHO-K1 Gal4-RORA LBD luciferase reporter, luminescence; percent increase over mock-subtracted basal signal. activation, % at 10 µM. 65,000 compounds, 1.5% hits. AID 560;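 active = activation above the mean of all tested compounds plus 3 SD, cut at about 49% in these data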;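 also: 0% = DMSO-treated RORA cells and 100% = added signal equal to DMSO minus mock-transfected cells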
PKA kinase inh – inhibitors of human protein kinase A; P17612; PKA Kemptide phosphorylation, Kinase-Glo ATP luminescence; inhibition, % at 6 µM; 65,000 compounds, 0.1% hits; AID 524;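 active = inhibition above the screen-wide mean inhibition plus 3 SD, cut at about 21% in these data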; also: many of its hits are not listed in these tables
AP complement – orthogonal test for alternative complement pathway inhibitors; Human serum alternative complement pathway, LPS-coated ELISA, C3 deposition; tested in compound mixtures; inhibition, % at 5 µM; 62,000 compounds, 0.08% hits; AID 1235;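 active = inhibition above 30% in each of the two pooled mixtures holding the compound, so the lower value exceeds 30%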;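 also: 0% = serum in Mg-EGTA without compound and 100% = EDTA serum blank; some compounds past the cut are filed as inactive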
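Test system – human serum alternative complement pathway, C3 deposition on LPS-coated wells · Buffer or medium – diluted human serum in Mg2+-EGTA GVB++ · Compound dosing – 5 µM each compound, pools of ten, 50 µM per pool · Schedule – 1 h serum-compound exposure at 37 °C · Measured by – Anti-C3 ELISA, OD 450 nm · Read-out basis – percent inhibition of C3 deposition onto LPS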
Ec RNAP inh – blocks E. coli RNA polymerase transcription | P0A8V2 | fluorescence transcription assay | inhibition, %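 (tested at 10 µM)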 | 62,000 compounds, 0.2% hits; in the data active = inhibition above about 20%;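 also: 0% = enzyme without compound and 100% = no enzyme blank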
JNK3 blocker – JNK3 (human) kinase inhibition | P53779 | purified JNK3 kinase activity, HTS | inhibition, % at 8 µM | 60,000 compounds, 0.61% hits | AID 746; in the data active = inhibition above about 17%;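 also: 0% = DMSO and 100% = reference inhibitor; many of its hits are not listed in these tables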
Target sequence (P53779 whole entry, looked up): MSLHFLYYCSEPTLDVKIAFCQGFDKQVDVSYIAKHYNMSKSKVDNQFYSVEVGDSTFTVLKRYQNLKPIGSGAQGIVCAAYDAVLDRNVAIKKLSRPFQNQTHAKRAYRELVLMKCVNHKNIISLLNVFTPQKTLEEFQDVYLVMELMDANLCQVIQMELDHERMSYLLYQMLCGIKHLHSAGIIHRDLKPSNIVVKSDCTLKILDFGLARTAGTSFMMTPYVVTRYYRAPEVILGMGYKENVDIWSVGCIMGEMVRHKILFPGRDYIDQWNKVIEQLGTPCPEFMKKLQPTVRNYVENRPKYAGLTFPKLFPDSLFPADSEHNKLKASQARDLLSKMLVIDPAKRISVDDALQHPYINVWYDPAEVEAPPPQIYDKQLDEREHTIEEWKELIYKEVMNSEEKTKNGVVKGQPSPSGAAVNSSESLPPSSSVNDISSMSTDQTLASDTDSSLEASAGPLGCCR
ROCK2 inh – blocks human Rho kinase 2 activity; O75116; purified ROCK2, Kinase-Glo ATP depletion luminescence; inhibition, % at 6 µM; 60,000 compounds, 0.35% hits; AID 604;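 active = inhibition above the screen-wide mean inhibition plus 3 SD, cut at about 18% in these data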;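 also: plate controls were DMSO wells for no effect and Y-27632 control wells after no-enzyme background subtraction for full effect; many of its hits are not listed in these tables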
* hit, by the source's call; ? = inconclusive; / = not tested or not shown. The list is partial (hit frequency here may not be typical).

Screens in order – CatB mix inh	CatS inh	CatB inh	RORA act	PKA kinase inh	AP complement	Ec RNAP inh	JNK3 blocker	ROCK2 inh
- Cc1ccccc1OCCCC(=O)Nc1nccs1
  -2	-5	2	4	1	16	-3	/	/
- CCOC(=O)Cn1c(=O)oc2cc(S(=O)(=O)N(CCN(C)C)Cc3ccccc3)ccc21
  3	-7	5	0	16	17	2	1	7
- CC(=O)Cc1nsc(NC(=O)c2ccc(Br)o2)n1
  /	/	/	22	6	/	/	6	0
- COc1ccc(NC(C)=O)cc1NC(=O)CN1CCN(CC(=O)Nc2ccccc2Cl)CC1
  1	12	0	2	13	3	6	9	6
- COC(=O)CSc1ncnc2c1sc1nc(-c3ccco3)c3c(c12)CC(C)(C)OC3
  /	/	4	4	1	/	-11	-1	-8
- CCOC(=O)c1oc2ccccc2c1NC(=O)COc1cccc(OC)c1
  -2	-6	0	2	7	0	-10	10	2
- O=C(NCc1cccnc1)c1cccc2c1C(=O)N(C1CCCCC1)C2
  7	17	2	-10	-3	9	6	26*	0
- CCn1ncc(C2=NOC(C(=O)Nc3cc(OC)c(Cl)cc3OC)C2)c1C (stereo not given)
  0	-3	-1	-14	-4	10	-6	-6	-5
- Cc1ccc(S(=O)(=O)NC2=NCN(C3CCCCC3)CN2)cc1
  3	6	-3	-4	0	12	5	-6	3
- CCOC(=O)N1CCN(S(=O)(=O)c2cccc3ccc(C)nc23)CC1
  6	18	6	6	2	17	7	6	3

Following part:
Screens in order – CatB mix inh	CatS inh	CatB inh	RORA act	PKA kinase inh	AP complement	Ec RNAP inh	JNK3 blocker	ROCK2 inh
- O=C1CC(c2ccc3c(c2)OCO3)Sc2nc3ccccc3n21 (stereo not given)
  -1	5	-1	-46	-4	20	11	1	-6
- O=C(O)c1ccccc1S
  -9	-23	1	2	-1	16	5	-4	8
- COc1ccc(-c2noc(COc3ccc4ccccc4c3Br)n2)cc1OC
  4	16	2	4	3	5	13	9	5
- COCCn1c(=N)c(C(=O)NCCc2ccccc2)cc2c(=O)n3cccc(C)c3nc21
  -25	-26	-19	-8	9	14	-24	-2	5
- Cc1ccc(NC(=O)c2cc(NC(=O)c3ccco3)ccc2N2CCOCC2)cc1
  3	2	-1	-6	4	-19	-2	-2	4
- O=C1NCCCc2nc(Oc3ccccc3)sc21
  2	-3	7	-20	11	5	8	0	5
- Cc1cccc(NC(=O)Nc2ccc(C#N)cc2)n1
  6	8	1	-60	2	9	5	16	7
- Cc1cccc(N2CCN(C(=O)Cn3sc4nc(C)cc(C)c4c3=O)CC2C)c1 (stereo not given)
  -6	-5	0	9	2	-3	-2	7	-1
- CN(Cc1nc2ccccc2c(=O)[nH]1)CC(O)COCc1ccco1 (stereo not given)
  4	2	1	5	0	-8	4	-5	-2
- COCCn1c(SCC(=O)Nc2sc(C)c(C)c2C#N)nnc1C(C)C
  1	-10	-1	3	11	1	7	-4	6

(further entries)
Screens in order – CatB mix inh	CatS inh	CatB inh	RORA act	PKA kinase inh	AP complement	Ec RNAP inh	JNK3 blocker	ROCK2 inh
- CCOC(=O)N1CCOCCOCCN(C(=O)OCC)CCOCC1
  -2	-13	-3	-17	14	-5	9	-2	7
- COc1cccc(N2CCN(CC(=O)c3c[nH]c4ccc(OC)cc34)CC2C)c1 (stereo not given)
  4	-3	6	-16	10	7	5	0	5
- COc1ccc2c(c1)CCc1c-2n[nH]c1C(=O)O
  -4	11	-5	-16	12	-7	5	8	6
- COc1ccc(N2CCN(C(=O)CN=C3NS(=O)(=O)C(c4ccc(C)cc4)=C3C)CC2)cc1
  0	-3	0	-8	1	6	0	-3	2
- CCc1ccc(CN(C)CCc2ccccn2)cc1
  -7	-3	3	-17	-4	8	10	-13	1
- CCN1CCN(CC(=O)Nc2ccc(C)cc2C)C(=O)C1=O
  1	-5	-2	-15	-6	17	2	-1	-6
- Cc1c(C(=O)NCC(C)C)sc2nc(-c3ccc(F)cc3)cn12
  2	14	7	71*	5	-8	8	-2	5
- CN1CCC(=C2c3ccccc3C=Cc3ccccc32)CC1
  4	-2	0	-17	-5	8	5	-8	0
- CN(CC(=O)O)S(=O)(=O)c1cccs1
  2	-7	0	-3	6	5	7	3	8
- CCc1ccc(N2CC(C)Cn3c2nc2c3c(=O)n(CCN3CCOCC3)c(=O)n2C)cc1 (stereo not given)
  -1	-3	-3	-8	-5	8	-4	3	-5

An excerpt of these results, as labelled records:
CN1CCC(=C2c3ccccc3C=Cc3ccccc32)CC1
  CatB mix inh: 4
  CatS inh: -2
  CatB inh: 0
  RORA act: -17
  PKA kinase inh: -5
  AP complement: 8
  Ec RNAP inh: 5
  JNK3 blocker: -8
  ROCK2 inh: 0

COc1ccc(N2CCN(C(=O)CN=C3NS(=O)(=O)C(c4ccc(C)cc4)=C3C)CC2)cc1
  CatB mix inh: 0
  CatS inh: -3
  CatB inh: 0
  RORA act: -8
  PKA kinase inh: 1
  AP complement: 6
  Ec RNAP inh: 0
  JNK3 blocker: -3
  ROCK2 inh: 2

CCc1ccc(CN(C)CCc2ccccn2)cc1
  CatB mix inh: -7
  CatS inh: -3
  CatB inh: 3
  RORA act: -17
  PKA kinase inh: -4
  AP complement: 8
  Ec RNAP inh: 10
  JNK3 blocker: -13
  ROCK2 inh: 1

Continued:
Screens in order – CatB mix inh	CatS inh	CatB inh	RORA act	PKA kinase inh	AP complement	Ec RNAP inh	JNK3 blocker	ROCK2 inh
- CN(C(=O)C1CCOC1)c1nnc(-c2ccncc2)s1 (stereo not given)
  3	9	-1	6	12	9	2	/	/
- Cc1cc(C)nc(-n2c(Nc3ccccc3)cc(=O)c3c(C)n(-c4ccccc4)c(=O)nc32)n1
  1	7	3	19	-1	10	5	1	4
- O=C1c2oc3ccc(F)cc3c(=O)c2C(c2ccccc2)N1CC1CCCO1 (stereo not given)
  -1	-16	1	-9	5	-4	5	6	-2
- Cc1cc(=O)oc2cc(OCC(=O)OCC(=O)N3CCc4ccccc43)ccc12
  3	0	1	8	2	2	9	6	3
- N#CC1=C(N)OC2=C(C(=O)CCC2)[C@]12C(=O)N(CC(N)=O)c1ccccc12
  /	/	-1	3	6	/	1	2	12
- COc1ccc(-c2c(C)n([O-])c(C)c(C)[n+]2=O)cc1OC
  -1	11	0	-12	-2	16	1	-6	-1
- CC(C)(C)n1nnnc1C(c1ccccc1F)N(Cc1ccco1)CC1CCCO1 (stereo not given)
  -3	0	2	-22	-8	-3	2	-7	-6
- N#Cc1ccc(-c2cccnc2)nc1SCC(=O)Nc1sc2c(c1C#N)CCC2
  /	/	3	-10	8	/	5	-4	3
- N#CCC(=O)Nc1ccccc1C(=O)O
  4	8	3	16	-1	0	12	/	/
- Fc1ccc(C2CC(c3ccco3)n3ncnc3N2)cc1 (stereo not given)
  3	16	2	/	/	12	-1	/	/

The listing continues.
Screens in order – CatB mix inh	CatS inh	CatB inh	RORA act	PKA kinase inh	AP complement	Ec RNAP inh	JNK3 blocker	ROCK2 inh
- O=C(CSc1nnc(CNC(=O)c2cccs2)o1)c1ccccc1
  -1	0	2	-5	10	5	8	/	/
- O=C(CSc1nnc(Cc2ccccc2)n1-c1cccc(Cl)c1)N1CCOCC1
  3	8	4	-1	-4	-6	4	0	-5
- Cc1nnc(SCC(=O)Nc2ncc3c(n2)CCCC3=O)s1
  -1	5	-2	4	7	-5	5	4	4
- c1cnc(Oc2ccc3oc4ccccc4c3c2)nc1
  4	13	1	24	-2	0	10	-6	-4
- O=C(CCN(CCO)Cc1ccccc1)Nc1ccc(Br)cc1
  -1	19	0	6	9	1	9	-1	2
- Cn1c(SCc2nc3ccccc3[nH]2)nnc1-c1cccnc1
  5	15	0	13	-2	3	9	/	/
- CCOC(=O)c1c(NC(C)=O)sc2c1CCCNC2=O
  1	6	3	18	-2	-11	2	1	5
- CCOC(=O)N1CCC(NC(=O)C2CCCN(S(=O)(=O)c3cccc4nsnc34)C2)CC1 (stereo not given)
  3	0	3	-6	1	19	3	-5	-1
- CCc1ccccc1N(CC(=O)NCCSCc1ccco1)S(C)(=O)=O
  -1	4	4	-8	4	-7	2	-4	5
- Cc1ccc(NC(=O)CC(O)(C(F)(F)F)C(F)(F)F)c(Br)c1
  -2	-18	-3	6	5	9	7	-2	9

Additional records.
Screens in order – CatB mix inh	CatS inh	CatB inh	RORA act	PKA kinase inh	AP complement	Ec RNAP inh	JNK3 blocker	ROCK2 inh
- COc1ccc(-c2nc(CS(=O)CC(=O)NCc3cccnc3)c(C)o2)cc1 (stereo not given)
  2	14	4	-11	-6	11	1	-1	0
- CCOC(=O)CN1CC23C=CC(O2)C(C(=O)O)C3C1=O (stereo not given)
  9	-1	3	-1	-2	19	0	0	4
- CC1CC(=O)N(CC(=O)Nc2ccc3c(c2)OCCO3)c2ccccc2S1 (stereo not given)
  1	?	2	-1	5	13	-3	1	2
- CCn1c(C(O)c2ccc(C)cc2)nc2ccccc21 (stereo not given)
  -1	5	1	4	-1	16	-4	/	/
- CCOC(=O)/C(C#N)=C1/C=CNC(=O)N1
  2	19	4	-13	8	-7	-1	3	4
- O=C1NCC(CN(c2ccccc2)c2ccccc2)O1 (stereo not given)
  6	-3	3	-4	6	16	1	3	4
- COc1ccccc1NC(=O)N(C1CCCC1)C1CCN(C(C)=O)CC1
  -7	-12	1	-2	-2	13	0	10	-6
- Cc1nn2c3c(cnc2c1-c1ccccc1)C(=O)CC(c1ccco1)C3 (stereo not given)
  5	7	-1	15	-2	14	8	0	6
- O=C(Cn1nnc(-c2ccccc2F)n1)NCCc1ccccc1
  1	-3	2	22	9	7	4	5	-2
- CN(c1ccccc1)C(c1ccc(F)cc1)c1nnnn1CC1CCCO1 (stereo not given)
  4	-3	0	-4	8	19	6	0	0

Going on with the list.
Screens in order – CatB mix inh	CatS inh	CatB inh	RORA act	PKA kinase inh	AP complement	Ec RNAP inh	JNK3 blocker	ROCK2 inh
- Cc1nc2ncnn2c(C)c1CCC(=O)NC(C)CCc1ccco1 (stereo not given)
  3	-1	-1	-1	8	20	1	3	2
- Cc1ccc(-c2ccc(C(=O)O)[nH]2)cc1
  -2	-7	-1	3	6	9	3	1	5
- CCOC(=O)CNc1ccc2c(c1)OCO2
  -7	9	3	2	4	-9	9	-4	8
- CCNC(=O)/N=C1/NC(=O)C(C(C)C)O1 (stereo not given)
  3	11	5	-5	9	-2	15	3	0
- O=C1CSC(c2ccccc2F)N1CCN1CCCCC1 (stereo not given)
  -1	-12	2	-25	-12	10	7	5	-4
- COc1ccc(-c2nc(CS(=O)CC(=O)NCCC3=CCCCC3)c(C)o2)cc1 (stereo not given)
  -1	24	1	26	-6	27	-2	1	-2
- COc1cc2c(cc1OC)C(c1ccccc1O)N(C1CC(=O)N(c3ccccc3)C1=O)CC2 (stereo not given)
  8	21	5	17	-4	2	9	-5	0
